# Screening data: PubChem, several laboratories
# IDE act – IDE (human) activation, cell-based. P14735. HEK cells, FAbeta-B cleavage, fluorescence polarization; 0% vehicle, 100% cell-free pure enzyme wells. activation, % at 5.96 µM. 340,000 tested, 0.073% active. AID 493087;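 active = activation above the mean of all tested compounds plus 3 SD, set per screening campaign, cut at about 17% in these data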
# Target sequence (P14735 whole entry, looked up): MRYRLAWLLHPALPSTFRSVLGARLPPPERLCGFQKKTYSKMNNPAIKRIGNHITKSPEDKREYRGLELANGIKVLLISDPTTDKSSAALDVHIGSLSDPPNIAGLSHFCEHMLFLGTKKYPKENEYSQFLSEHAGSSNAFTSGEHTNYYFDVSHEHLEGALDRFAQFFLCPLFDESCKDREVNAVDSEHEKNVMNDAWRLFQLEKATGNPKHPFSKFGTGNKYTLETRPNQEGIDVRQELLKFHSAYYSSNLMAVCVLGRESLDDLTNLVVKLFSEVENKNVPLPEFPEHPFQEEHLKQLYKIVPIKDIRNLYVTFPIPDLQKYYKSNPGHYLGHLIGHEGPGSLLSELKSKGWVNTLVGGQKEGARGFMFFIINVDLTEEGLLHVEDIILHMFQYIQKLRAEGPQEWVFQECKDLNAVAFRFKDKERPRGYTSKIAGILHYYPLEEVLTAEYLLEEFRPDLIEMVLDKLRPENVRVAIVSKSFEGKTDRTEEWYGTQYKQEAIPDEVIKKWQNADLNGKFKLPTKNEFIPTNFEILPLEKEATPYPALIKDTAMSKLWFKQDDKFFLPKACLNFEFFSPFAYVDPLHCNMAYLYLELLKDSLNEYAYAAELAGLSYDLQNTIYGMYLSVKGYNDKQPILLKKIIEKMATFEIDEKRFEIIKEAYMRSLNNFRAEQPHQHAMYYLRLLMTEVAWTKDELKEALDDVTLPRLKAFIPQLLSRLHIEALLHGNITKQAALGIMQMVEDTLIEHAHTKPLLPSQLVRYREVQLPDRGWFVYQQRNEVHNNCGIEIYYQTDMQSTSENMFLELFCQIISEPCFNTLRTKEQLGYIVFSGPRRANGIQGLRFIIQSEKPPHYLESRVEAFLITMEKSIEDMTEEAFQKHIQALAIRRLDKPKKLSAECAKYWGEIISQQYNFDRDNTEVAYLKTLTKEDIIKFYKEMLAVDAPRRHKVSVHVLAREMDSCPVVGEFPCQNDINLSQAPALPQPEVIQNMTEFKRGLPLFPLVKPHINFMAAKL
# VIM-2 inh – blocks Pseudomonas aeruginosa VIM-2 metallo-beta-lactamase | purified VIM-2, nitrocefin hydrolysis, epi-absorbance fluorescence | inhibition, % at 5.6 µM | 290,000 tested, 0.89% active | AID 1527;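 active = inhibition above the mean of all tested compounds plus 3 SD, cutoff set per screening run, cut at about 7.5% in these data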;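 also: red hydrolysis product quenches plate fluorescence so inhibitors raise well fluorescence; 0% = enzyme with DMSO and 100% = DMSO without enzyme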
# IMP-1 inhibitor – inhibitors of Pseudomonas aeruginosa IMP-1 metallo-beta-lactamase. 290,000 tested, 0.45% active. inhibition, % at 5.6 µM. purified IMP-1, nitrocefin hydrolysis, epi-absorbance fluorescence;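 active = inhibition above the mean plus 3 SD of all compounds in the same screening run, cut at about 4.5% in these data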;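 also: 0% = IMP-1 with DMSO and 100% = DMSO wells lacking enzyme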
#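 System: purified recombinant IMP-1 beta-lactamase. Medium: Zinc- and detergent-supplemented HEPES buffer, pH 7.1. Compound: one 5.6 µM dose […]. Schedule: 15 min preincubation plus 25 min reaction at 25 °C. Technique: Epi-absorbance fluorescence, 480 nm excitation, 530 nm emission.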
# UBC9 SUMO inh – SUMOylation inhibition; P63279; 290,000 tested, 0.36% active; inhibition, % at 35 µM; HTRF SUMOylation assay, SAE1/SAE2 + UBC9, in vitro; in the data active = inhibition above about 50%, passing the limit was not always enough; also: strong numbers were not always called active
# GalR3 antag – human GalR3 antagonism | O60755 | AID 651719 | 360,000 tested, 0.44% active | inhibition, % at 3 µM | HEK293 GalR3-CNG cAMP membrane potential fluorescence; galR3 body fused to GalR1 C-terminus;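 active = inhibition above the screen-wide average plus 3 SD, cut at about 13% in these data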;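 also: forskolin and galanin both at EC90 stimulate the cells; cAMP rise reported by CNG channel membrane potential dye signal; 0% = forskolin plus galanin with DMSO and 100% = forskolin alone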
# HCV NS3 hel inh – HCV NS3 helicase inhibition; NS3 helicase DNA unwinding, Cy5 molecular beacon fluorescence; inhibition, % at 10.9 µM; 290,000 tested, 0.56% active;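 active = inhibition above the mean of all tested compounds plus 3 SD, set per campaign, cut at about 35% in these data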;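 also: 0% = DMSO wells and 100% = thioflavine S control wells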
#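 test system = hepatitis C virus NS3 helicase domain fragment enzyme | reagent = annealed dual-labelled DNA beacon duplex, ATP-started | times = 1 h at 25 °C | detection = Cy5 fluorescence, 0 and 60 min reads | read-out basis = percent inhibition from t60/t0 fluorescence ratio | control set = DMSO and thioflavine S | replication = one well per compound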
# CRFR2-BP antag – blocks CRF-induced signaling of the CRF-BP/CRF-R2 complex; HEK293 CRF-R2/CRF-BP, CRF-induced calcium fluorescence; 350,000 tested, 0.59% active; AID 588475; inhibition, % at 11.8 µM;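 active = inhibition of the ligand-induced calcium signal above about 50% at the single tested concentration, limit read from the data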
# IDE cell inh – cellular human IDE inhibition | P14735 | HEK cells, FAbetaB cleavage, fluorescence polarization | inhibition, % at 5.59 µM | 320,000 tested, 0.41% active | AID 434962;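 active = percent inhibition above the average of all tested compounds plus 3 SD, set per screening campaign, cut at about 16% in these data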;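 also: IDE supplied by intact live HEK cells; FP after avidin binding of uncleaved biotin substrate so inhibition keeps polarization high; 0% = DMSO wells and 100% = 60 µM reference IDE inhibitor Ii1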
# p-CIP stab down – p/CIP protein destabilization; Q05BA5; F442A p/CIP-EGFP cells, EGFP fluorescence, 16 h; decrease of EGFP signal, % at 10 µM; 290,000 tested, 0.01% active;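 active = EGFP signal decrease of at least 30% at 10 µM or well 3 SD below plate mean, unless failing retest; inactive = the rest, including hits failing retest or dose response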; also: some compounds called inactive have numbers as strong as hits; many of its hits are not listed in these tables
# Starred values were filed as active, the others as inactive; / = not tested or not shown.
SMILES,IDE act,VIM-2 inh,IMP-1 inhibitor,UBC9 SUMO inh,GalR3 antag,HCV NS3 hel inh,CRFR2-BP antag,IDE cell inh,p-CIP stab down
COc1ccc2c(c1OC)C(=O)N(c1ccc(O)cc1)C2=O,0,2.1,-2.2,14,-5,10,-2,4,-7
NC1=NC(=O)/C(=C/c2ccccc2OCC(=O)Nc2ccc(F)cc2)S1,-1,/,/,/,0,/,-10,8,/
CCOc1ccccc1NC(=O)COC(=O)CNS(=O)(=O)c1ccc(C)cc1,-2,-1.2,-0.6,-15,0,8,10,3,5
COCCOc1cc(-n2ccnc2SC)c(Cl)cc1Cl,4,0.0,-2.8,7,-1,0,-13,2,-10
Cc1ccc(-c2cc(C(=O)N3CCCc4ccccc43)c3ccccc3n2)cc1,4,-6.5,1.1,-18,-5,14,-22,0,4
Cn1cc(/C=N\O)nc2c(=O)n(-c3ccccc3)c(=O)nc1-2,2,-5.9,-3.6,14,-2,7,-8,-9,-10
CC(NC(=O)CC1Nc2ccccc2NC1=O)c1ccccc1 (stereo not given),7,-4.0,-4.6,3,8,-1,-12,2,5
Cc1ccnc(NC(=O)c2ccc3c(c2)S(=O)(=O)c2ccccc2C3=O)c1,4,-3.0,-1.8,25,-4,14,2,-2,-7
CCOc1ccc(C(=O)NC(=S)NCc2cccnc2)cc1[N+](=O)[O-],3,-1.5,-0.5,-2,1,5,11,-1,-10
CCOC(=O)c1c(S(=O)(=O)N2CCCC(C)C2)c(C)n(C)c1C (stereo not given),-3,-1.6,-3.4,-2,1,-5,8,-6,-6
CC(=O)n1c(=O)c2ccccc2c(=O)n1-c1ccccc1,2,-2.0,-4.2,12,-8,0,1,2,-11
COc1ccc(/C=C(\C#N)C(=O)NCC(c2ccc(F)cc2)N2CCOCC2)cc1 (stereo not given),-4,-2.9,-3.6,12,-3,13,-11,4,-9
CN(C)CC(C)(C)CNC(=S)Nc1cc(S(=O)(=O)N2CCOCC2)ccc1Cl,3,0.6,-0.6,6,-2,3,2,2,4
Cc1nc2sc(C(c3cccs3)N3CCC(C(N)=O)CC3)c(O)n2n1 (stereo not given),2,-1.7,-1.9,0,/,12,-15,9,6
Cc1ccccc1Nc1nc(N)nc(COC(=O)CCNS(=O)(=O)c2ccccc2)n1,-4,/,/,/,-3,/,-1,1,/
Cc1cc(C(=O)COC(=O)c2ccccc2NCCO)c(C)n1CC1CCCO1 (stereo not given),7,-0.4,-2.4,16,-2,22,-2,2,-14
CCn1c2ccccc2c2nc3cc(C(=O)O)ccc3nc21,3,3.2,-1.6,10,-2,-3,11,/,-30
CCN(c1ccc(NC(=O)CCNC(=O)c2ccco2)cc1)C(C)C,0,-1.7,-5.4,6,1,4,5,2,-11
O=c1[nH]c(=O)n(Cc2ccco2)c2c1C(C(F)(F)F)(C(F)(F)F)N=C(CCC1CCCCC1)N2,3,-1.2,-1.2,24,-4,6,-33,5,-25
CCOC(=O)Cn1nc(C)c(NC(=O)COc2ccc(F)cc2F)c1C,-1,-1.8,-2.7,-7,/,8,/,0,6
O=C(CNC(=O)c1ccco1)OCc1ccc(Cl)cc1,-2,-2.8,-3.5,10,0,6,22,6,-5
CCC(C)(C)C(=O)Nc1cccc(Cl)c1C,2,-2.5,-3.2,13,-5,5,-1,5,-6
O=C(N/C(=C/c1cn(-c2ccccc2)nc1-c1ccccc1)C(=O)N1CCOCC1)c1ccccc1,/,-2.5,-3.9,9,/,1,/,-8,3
COc1cc(/C=C/C(=O)OC(C)C(=O)c2ccccc2)cc(OC)c1OC (stereo not given),-3,/,/,/,-1,/,12,7,/
CC(C)CC(=O)Nc1c2c(nn1-c1ccc([N+](=O)[O-])cc1)CS(=O)(=O)C2,0,-0.2,-1.5,2,-11,22,-1,-7,0
CN1CCN(c2ccc(S(=O)(=O)N3CCCCC3)cc2NC(=O)c2ccc(C#N)cc2)CC1,5,-0.9,-2.0,-6,-6,-3,-23,0,-10
OC(COc1cccc2ccccc12)CN1CCN(c2ccccc2Cl)CC1 (stereo not given),3,0.0,-0.9,-21,-11,-61,-25,-6,-1
CC(CN1CCCC1)OC(=O)c1ccccc1Cl (stereo not given),3,1.1,-2.0,-3,-6,-4,-7,6,-5
Cc1cc(CNC(=O)C(C)n2cc([N+](=O)[O-])cn2)c2ccccc2n1 (stereo not given),2,-0.2,-0.9,0,10,-4,1,4,0
COc1ccc(C(=O)NC(=S)NCc2ccc(-c3nc4ccccc4o3)cc2)cc1OC,-6,-2.0,-4.6,16,-3,5,-19,1,-6
CC(C)(C)Cc1nnc(NS(C)(=O)=O)s1,5,-2.0,-2.5,/,-5,9,-8,2,/
O=C(CC1C(=O)NCCN1CCCc1ccccc1)NCCc1ccccc1F (stereo not given),6,-3.8,-2.9,-1,2,-79,-3,6,-7
COc1ccc2c(c1)C(=O)CC(c1ccc(OC)c(OC)c1)O2 (stereo not given),4,1.7,-2.7,9,1,-16,7,-4,-4
CCc1c(C)sc(NC(=O)OC)c1C(N)=O,7,-0.2,-0.8,24,-1,3,8,3,-11
Cc1ccc(Cn2c(=N)c(S(=O)(=O)c3ccc(C)cc3)cc3c(=O)n4ccccc4nc32)cc1,6,-0.2,-4.1,8,6,4,-31,8,-1
CCN1C(=O)CC(Sc2ccccc2N)C1=O (stereo not given),-3,-0.6,-5.5,-9,-6,1,-18,1,-3
COc1ccccc1CNS(=O)(=O)c1ccc(C)cc1,6,-5.2,-1.6,-8,-7,-4,-8,0,-6
CCN(C(=O)CSc1nc2n[nH]c(C)c2c(=N)n1-c1ccc(Cl)c(C)c1)c1cccc(C)c1,6,-5.3,-2.4,-12,1,-35,9,2,-5
COc1ccc(-n2c(SCC(=O)N3CCCC3)nc3ccccc3c2=O)cc1,/,-0.6,-1.9,-1,/,5,/,-8,11
CCc1cc2c(=O)c(-c3nc4ccccc4[nH]3)coc2c(CN2CCCCC2C)c1O (stereo not given),5,-3.5,-1.7,24,-2,0,-9,2,-36
COc1ccc2oc(C(=O)OCC(=O)Nc3ccc(NC(C)=O)cc3)c(C)c2c1,3,/,/,/,1,/,-12,3,/
COc1ccc(NC(=O)Cc2c(Cl)cccc2Cl)cn1,1,0.9,-1.0,11,-4,-6,-1,-1,0
COc1ccc(C(=O)Nc2ccc(S(=O)(=O)Nc3onc(C)c3C)cc2)cc1,-1,-3.1,-2.8,-2,1,-6,-13,-9,0
CCCCn1nc(NC(=O)COC)c2cc3ccc(C)cc3nc21,-1,0.8,-0.5,30,/,-4,-5,-1,1
NC(=O)C1CCN(C(=O)CSc2ccsc2[N+](=O)[O-])CC1,4,-6.1,-2.4,10,-2,4,-6,/,-2
CC(C(=O)N1c2ccc(F)cc2CCC1C)N1C(=O)c2ccccc2C1=O (stereo not given),-8,-3.2,-0.9,22,-1,3,-7,0,-8
CC1CN(C(=O)COC(=O)c2ccc(Cl)c(N)c2)CC(C)O1 (stereo not given),5,-1.6,-4.9,10,-4,-4,17,9,0
COc1ccc(N2CCN(C(=O)CN=C3NS(=O)(=O)C(c4ccc(C)cc4)=C3C)CC2)cc1,-13,-0.8,-1.4,10,-6,-11,10,14,-6

# 3 structures already listed, ordered by number of heavy atoms, rising:
SMILES,IDE act,VIM-2 inh,IMP-1 inhibitor,UBC9 SUMO inh,GalR3 antag,HCV NS3 hel inh,CRFR2-BP antag,IDE cell inh,p-CIP stab down
COc1ccccc1CNS(=O)(=O)c1ccc(C)cc1,6,-5.2,-1.6,-8,-7,-4,-8,0,-6
NC(=O)C1CCN(C(=O)CSc2ccsc2[N+](=O)[O-])CC1,4,-6.1,-2.4,10,-2,4,-6,/,-2
COc1ccc(C(=O)Nc2ccc(S(=O)(=O)Nc3onc(C)c3C)cc2)cc1,-1,-3.1,-2.8,-2,1,-6,-13,-9,0

# (listing goes on)
SMILES,IDE act,VIM-2 inh,IMP-1 inhibitor,UBC9 SUMO inh,GalR3 antag,HCV NS3 hel inh,CRFR2-BP antag,IDE cell inh,p-CIP stab down
CCOC(=O)c1ccc(NC(=S)N2CCCC2)cc1,5,2.2,2.9,10,-5,12,-7,6,0
Cc1ccc(CCN2CC(C(=O)NCc3cccnc3)CC2=O)cc1 (stereo not given),6,0.7,-5.5,/,-3,-10,13,4,/
CCOc1ccc(CCNC(=O)CCCn2c(=O)c3cccn3c3cccnc32)cc1OCC,6,-0.6,-2.7,18,2,0,-2,1,0
O=C(CN1C(=O)c2ccccc2C1=O)Nc1nccs1,4,-2.8,-2.9,16,-1,-6,1,-3,-1
Cc1nc([N+](=O)[O-])nn1C12CC3CC(CC(Br)(C3)C1)C2,-3,-1.6,-2.5,26,-7,-5,0,7,-3
COc1ccc(-c2nn(C)c(=O)c3ccccc23)cc1NC(=O)COc1ccc(C)cc1,2,-1.4,-3.4,-31,3,1,28,7,-15
Cc1cc(C)cc(NC(=O)C2(c3cccs3)CCOCC2)c1,6,-1.2,-0.3,7,5,5,25,1,-8
NC(=O)c1ccccc1NC(=O)Cc1cccs1,-1,-1.3,-0.4,-10,-10,9,1,1,9
CCOC(=O)Cn1c(=O)oc2cc(S(=O)(=O)NCCc3ccc(OCC)c(OCC)c3)ccc21,2,-1.6,-4.0,0,-6,6,4,5,-6
Cc1cc(C)c(S(=O)(=O)c2ccccc2)c(OC(=O)c2c(Cl)cccc2Cl)n1,0,-3.0,-3.5,20,-1,-1,16,2,-2
C/C(N)=C(/C#N)C(=O)CSc1nnc(COc2cc(C)ccc2C)o1,2,-2.4,-1.2,10,-6,2,24,-2,-1
CC(=O)Nc1ccccc1C(=O)N1CC2(C)CC1CC(C)(C)C2 (stereo not given),2,-1.8,-6.2,23,2,4,12,3,0
COc1ccc(-c2cc3c(=O)n(CC(=O)NCc4cccnc4)ncn3n2)cc1,0,-0.5,-1.5,19,/,-8,-7,5,-2
Cc1ccc(C)n1Cc1ccccc1Cl,1,-1.3,-0.4,6,-5,-8,3,5,-6
COc1ccc(CCNC(=O)C2(C)CCC(=O)N2Cc2ccc(C)cc2)cc1OC (stereo not given),1,0.1,-2.4,-8,-8,6,-27,-4,4
CN1CCN(c2ccc(CNC(=O)c3cc4ccccc4o3)cc2)CC1,4,0.9,-1.9,8,-4,-5,3,3,-1
CSc1ncccc1C(=O)Nc1ccncc1,4,-2.3,-4.5,2,-2,10,10,6,-17
CC1CC(C)CN(C(=O)COC(=O)c2ccc3ccccc3n2)C1 (stereo not given),5,/,/,/,3,/,0,-1,/
Cc1cc(C)n(-c2nc3ccccc3nc2Nc2ccc3c(c2)OCO3)n1,2,-3.6,-3.1,10,0,7,-5,2,-5
S=C(NCCCN1CCOCC1)N1CCN(c2nc(-c3ccccc3)cs2)CC1,-6,-2.7,-2.4,0,-5,-58,-1,23*,3
